# T cruzi growth – T. cruzi proliferation inhibition; T. cruzi beta-gal in NIH3T3, GalScreen luminescence, 90 h; inhibition, % at 8.34 µM; hit rate 5.9% among 77,000;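 active = mean inhibition above about 93%, with at least 55% of replicates each passing it, limit read from the data, passing the limit was not always enough; inconclusive = only one of those two conditions holds; inactive = neither condition holds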
# Pf Dd2 growth – P. falciparum Dd2 growth inhibition; SYBR Green, 72 h; active compounds read low; activity change, % at 10 µM; hit rate 2.3% among 94,000; AID 1159554; in the data active = activity change below about -80%; inconclusive = no clear call, values can overlap the other calls
# C diff growth – C. difficile growth inhibition. Clostridium difficile clinical isolate growth, OD600, 24 h; active compounds read low. growth activity, negative = inhibition, % at 16 µg/mL (by protocol). hit rate 0.25% among 86,000;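 active = mean growth activity at or below -80% and every replicate also at or below -80%; inconclusive = mean at or below -80% but some replicate above -80%; inactive = mean growth activity above -80%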;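 also: 0% = DMSO wells and -100% = levofloxacin 16 µg/mL wells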
# KDM4C inh – inhibitors of human demethylase GASC-1 KDM4C. hit rate 0.15% among 96,000. inhibition, % at 12.5 µM. GST-KDM4C 2-372, H3K9me3 peptide, LANCE TR-FRET;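 active = mean replicate inhibition above about 25%, with at least 55% of replicates also reaching it, limit read from the data, passing the limit was not always enough; inconclusive = only one of those two conditions met; inactive = neither condition met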
# Target sequence (Q9H3R0 2-372 limits assumed): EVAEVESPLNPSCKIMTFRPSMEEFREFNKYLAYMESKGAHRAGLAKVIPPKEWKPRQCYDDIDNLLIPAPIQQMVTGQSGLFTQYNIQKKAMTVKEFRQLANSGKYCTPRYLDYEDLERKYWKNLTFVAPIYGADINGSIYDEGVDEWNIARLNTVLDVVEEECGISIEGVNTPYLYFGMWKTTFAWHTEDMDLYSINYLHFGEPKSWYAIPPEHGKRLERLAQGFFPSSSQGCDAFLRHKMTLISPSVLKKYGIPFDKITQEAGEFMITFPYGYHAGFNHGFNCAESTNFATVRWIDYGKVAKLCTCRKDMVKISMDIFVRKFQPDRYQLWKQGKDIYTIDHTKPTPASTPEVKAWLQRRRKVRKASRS
#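 System: N-terminal GST-fused human GASC-1 (KDM4C) fragment, residues 2-372; amount: enzyme final amount 10 nM; incubation: reaction 30 min RT, detection step 1 h RT; medium: HEPES buffer, pH 7.5, plus ascorbate; technique: LANCE TR-FRET, Eu antibody, ULight-streptavidin, EDTA, ex 340 nm, em 618/671 nm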
# Active calls of the source: *; u = inconclusive; x = no result given; & = joins results of further samples; ! = a repeat was not active.
SMILES,T cruzi growth,Pf Dd2 growth,C diff growth,KDM4C inh
CCCNC(=O)C[C@@H]1CC[C@H]2[C@@H](COc3ccc(NC(=O)c4cc(C)on4)cc3C(=O)N2C)O1,-9,-8,4,-0.9
CC(=O)N1C[C@@H]2N[C@H](C1)C2c1ccc(-c2ccccc2)cc1 (stereo partly drawn),x,-57,-3,0.3
CC(C)NC(=O)N(C)C[C@@H]1Oc2ccc(NS(=O)(=O)c3cn(C)cn3)cc2CC(=O)N([C@@H](C)CO)C[C@H]1C,8,1,5,-0.6
CO[C@H]1CN(C)C(=O)c2cc(NC(=O)c3cccc(Oc4ccccc4)c3)ccc2OC[C@H](C)NC[C@H]1C,-11,x,x,-3.3
CCC(=O)N1[C@H](CO)[C@H](c2ccc(C3=CCCC3)cc2)[C@H]1CNC(=O)CN(C)C,4,11,1,3.7
C/C=C/c1ccc2c(c1)O[C@@H](CN(C)S(C)(=O)=O)[C@H](C)CN([C@@H](C)CO)S2(=O)=O,7,-23,2,0.3
COc1ccc(-c2cnc3c(c2)C(=O)N([C@H](C)CO)C[C@H](C)[C@H](CN(C)Cc2cccnc2)O3)cc1,9,15,-2,0.6
COc1ccc(C#Cc2cnc3c(c2)C(=O)N([C@@H](C)CO)C[C@@H](C)[C@H](CN(C)CC2CCOCC2)O3)cc1,3,-49,4,-1.2
Cc1ccc(S(=O)(=O)Nc2ccc3c(c2)C(=O)N([C@@H](C)CO)C[C@@H](C)[C@H](CN(C)Cc2ccc(C(=O)O)cc2)OCCCC[C@@H](C)O3)cc1,x,-75,x,0.9
CCC(=O)N[C@H]1CC[C@@H](CCn2cc(CN(C)C)nn2)O[C@@H]1CO,x,17,-1,3.1
Cc1ccc(-c2ccc3c(c2)O[C@@H](CN(C)Cc2ccccc2)[C@@H](C)CN([C@H](C)CO)S3(=O)=O)cc1,115*,-44,-1,-1.5
C[C@@H]1CN([C@@H](C)CO)C(=O)c2cc(NC(=O)Cc3ccccc3)ccc2O[C@@H]1CN(C)C(=O)Nc1ccc2c(c1)OCO2,40,-10,0,-0.8
O=C(N[C@@H]1CC[C@@H](CCNS(=O)(=O)c2cccc(Cl)c2)O[C@@H]1CO)c1ccncc1,44,-15,x,-1.2
C[C@@H]1CN([C@@H](C)CO)C(=O)Cc2cc(NC(=O)Cn3cnnn3)ccc2O[C@@H]1CN(C)S(=O)(=O)c1ccc(Cl)cc1,-9,9,-3,3.4
CN1CCCCN2[C@H](CO)[C@@H](c3ccc(C#Cc4ccccc4F)cc3)[C@H]2C1,76,-21,1,-0.9
COc1ccccc1S(=O)(=O)N(C)C[C@@H]1Oc2cc(C#CCC(C)C)ccc2S(=O)(=O)N([C@H](C)CO)C[C@@H]1C,46&65,-85*!,10&13,-0.6
C[C@@H]1CN([C@H](C)CO)C(=O)Cc2cc(NC(=O)Nc3ccc4c(c3)OCO4)ccc2O[C@H]1CN(C)C,x,2,1,13
C[C@@H]1CN([C@H](C)CO)C(=O)c2cc(-c3ccccc3F)cnc2O[C@@H]1CN(C)C(=O)c1ccccn1,-14,24,-5,-0.6
CCC(=O)N1CC2(C1)[C@@H](c1ccc(-c3cccc(F)c3)cc1)[C@@H](CO)N2CC1CC1,x,-8,3,-1.2
C[C@H](CO)N1C[C@H](C)[C@H](CN(C)C(=O)Nc2cccc3ccccc23)OCCCC[C@H](C)Oc2ccc(NC(=O)Nc3ccccc3)cc2C1=O,-18,-26,1,0.4

# Rewritten with tabs: part of the list above.
Molecule	T cruzi growth	Pf Dd2 growth	C diff growth	KDM4C inh
O=C(N[C@@H]1CC[C@@H](CCNS(=O)(=O)c2cccc(Cl)c2)O[C@@H]1CO)c1ccncc1	44	-15	x	-1.2
CCC(=O)N1CC2(C1)[C@@H](c1ccc(-c3cccc(F)c3)cc1)[C@@H](CO)N2CC1CC1	x	-8	3	-1.2

# Further structures.
SMILES,T cruzi growth,Pf Dd2 growth,C diff growth,KDM4C inh
C[C@H](CO)N1C[C@H](C)[C@H](CN(C)Cc2ccc(C(=O)Nc3ccccc3N)cc2)Oc2ccc(NC(=O)NC3CCCCC3)cc2CC1=O,x,u,-3,15
O=S(=O)(NCC[C@H]1CC[C@H](NS(=O)(=O)c2ccccc2Cl)[C@@H](CO)O1)c1ccc(Cl)cc1,27,-43,x,-1.9
O=C(Nc1ccccc1F)N[C@@H]1CC[C@H](CC(=O)N2CCCCC2)O[C@@H]1CO,5,-5,x,-1.5
CC(C)NC(=O)N(C)C[C@@H]1Oc2ccc(NC(=O)Cc3ccccc3)cc2C(=O)N([C@H](C)CO)C[C@H]1C,x,19,-2,-0.3
CN1C(=O)c2cc(NC(=O)c3cccs3)ccc2OC[C@H]2O[C@@H](CC(=O)NCC3CC3)CC[C@@H]21,18,-13,1,-0.8
C[C@H]1CN([C@@H](C)CO)C(=O)c2cccc(NC(=O)NC3CCCCC3)c2O[C@H]1CN(C)C(=O)NC1CCCCC1,34,-10,-15,0.4
O=C(Nc1cccc(Cl)c1)N1C[C@@H]2[C@H](c3ccccc31)[C@H](CO)N2Cc1cccnc1,86,11,13,-3.8
CCNC(=O)C[C@@H]1CC[C@@H]2[C@@H](COc3ccc(NC(=O)Nc4ccc(C)cc4)cc3C(=O)N2C)O1,31,2,-4,1.7
C[C@@H]1CN([C@H](C)CO)C(=O)Cc2cc(NC(=O)CCCCCC(=O)Nc3ccccc3N)ccc2O[C@@H]1CN(C)S(=O)(=O)c1ccc(F)cc1,28,-62,-1,-1.6
Cc1noc(C)c1NC(=O)N(C)C[C@@H]1Oc2ccc(NC(=O)NC3CCCCC3)cc2CC(=O)N([C@@H](C)CO)C[C@@H]1C,23,23,3,-0.6
CC(C)NC(=O)Nc1ccc2c(c1)CC(=O)N([C@@H](C)CO)C[C@@H](C)[C@H](CN(C)C(=O)Nc1ccc3c(c1)OCO3)O2,-15,18,-3,2.7
CCCN1C[C@H](C)[C@H](OC)CN(C)C(=O)c2ccc(NS(=O)(=O)c3ccccc3)cc2OC[C@H]1C,-24,21,x,0.4
COCC(=O)N1[C@H](CO)[C@@H](c2ccccc2)C12CN(Cc1cc(F)ccc1F)C2,x,-89*,1,1.3
O=C(C[C@H]1C=C[C@H](NC(=O)Nc2ccc3c(c2)OCO3)[C@H](CO)O1)NCCCN1CCOCC1,x,15,-4,2.1
OC[C@@H]1[C@@H](c2ccc(/C=C/c3ccccc3)cc2)[C@@H]2CN(Cc3ccncc3)CCCCN12,u,-2,-3,2.3
Cc1noc(C)c1NC(=O)Nc1ccc2c(c1)C(=O)N([C@H](C)CO)C[C@H](C)[C@@H](CN(C)S(=O)(=O)c1cccs1)O2,-21,-11,x,1.2
COc1ccccc1-c1cnc2c(c1)C(=O)N([C@H](C)CO)C[C@H](C)[C@H](CN(C)C)O2,x,18,0,3.9
COc1ccc(CN2[C@H](CO)[C@@H]3c4ccccc4N(C(=O)c4ccccc4)C[C@@H]32)cc1,77,-4,4,-1.5
O=C(c1ccncc1)N1CC(=O)N2[C@H](CO)[C@H](c3ccc(-c4cccnc4)cc3)[C@H]2C1,x,-40,-2,0.2
COc1ccc(S(=O)(=O)Nc2ccc3c(c2)C(=O)N([C@H](C)CO)C[C@@H](C)[C@@H](CN(C)S(=O)(=O)c2ccc(F)cc2)O3)cc1,50,22,-3,0.5
COc1ccc(NC(=O)N(C)C[C@@H]2Oc3ccc(NS(=O)(=O)c4ccc(OC)cc4)cc3CC(=O)N([C@@H](C)CO)C[C@@H]2C)cc1,-7,19,8,2.3
O=C(C[C@H]1C[C@H]2c3cc(NC(=O)NC4CCCC4)ccc3O[C@H]2[C@H](CO)O1)NCCN1CCCCC1,23,6,0,-0.9
C[C@H]1CN([C@@H](C)CO)C(=O)c2cccc(NC(=O)c3nc4ccccc4s3)c2O[C@@H]1CN(C)S(C)(=O)=O,14,15,-3,2.3
C[C@@H]1CN([C@H](C)CO)C(=O)c2cc(-c3cccnc3)cnc2O[C@@H]1CN(C)C(=O)C1CCCCC1,-21,23,-1,-0.1
C[C@H]1CN([C@@H](C)CO)C(=O)Cc2cc(NC(=O)Nc3ccc(F)cc3)ccc2O[C@H]1CN(C)C(=O)Nc1ccc(F)cc1,9,12,7,-2.8
COC(=O)C[C@H]1C[C@@H]2c3cc(NC(=O)Nc4ccc(F)cc4)ccc3O[C@@H]2[C@H](CO)O1,10,-45,0,0.2
O=C(C[C@@H]1CC[C@@H]2NC[C@H](O)COC[C@H]2O1)NC1Cc2ccccc2C1,3,x,-3&-10,-0.4
C[C@@H]1CN([C@@H](C)CO)C(=O)c2cc(NC(=O)C3CCCCC3)ccc2O[C@@H](C)CCCCO[C@H]1CN(C)C(=O)CCC(F)(F)F,30,25,2,0.2
CCNC(=O)[C@H]1[C@H](CO)[C@H]2Cn3c(cccc3=O)[C@H]2N1Cc1cccc(F)c1,-26,13,-5,2.8
C[C@H]1CN([C@@H](C)CO)C(=O)c2cc(N(C)C)ccc2O[C@@H]1CN(C)C(=O)Nc1ccc(C(F)(F)F)cc1,x,-14,0,0.3

# Compounds shown so far containing a thiophene ring, fused or not, in the order listed:
SMILES,T cruzi growth,Pf Dd2 growth,C diff growth,KDM4C inh
CN1C(=O)c2cc(NC(=O)c3cccs3)ccc2OC[C@H]2O[C@@H](CC(=O)NCC3CC3)CC[C@@H]21,18,-13,1,-0.8
Cc1noc(C)c1NC(=O)Nc1ccc2c(c1)C(=O)N([C@H](C)CO)C[C@H](C)[C@@H](CN(C)S(=O)(=O)c1cccs1)O2,-21,-11,x,1.2

# New compounds follow.
SMILES,T cruzi growth,Pf Dd2 growth,C diff growth,KDM4C inh
COC(=O)C[C@@H]1CC[C@@H]2[C@@H](COc3ccc(NC(=O)c4ccccc4)cc3C(=O)N2C)O1,-16,-9,1,0.8
CCCNC(=O)Nc1ccc2c(c1)OC[C@@H](C)N(Cc1ccccn1)C[C@@H](C)[C@@H](OC)CN(C)C2=O,13,-44,x,-0.2
CC=Cc1ccc2n(c1=O)C[C@@H]1[C@@H](CO)[C@H](C(=O)NCC3CC3)[C@H]2N1S(=O)(=O)c1cn(C)cn1 (mixture of isomers),-23,14,-5,-0.8
O=C(O)[C@@H]1[C@@H](CO)[C@@H]2Cn3c(ccc(C4=CCCCC4)c3=O)[C@@H]2N1Cc1ccccc1F,10,-8,6,-0.9
COc1cccc(CNC(=O)C[C@@H]2C=C[C@@H](NC(C)=O)[C@H](CO)O2)c1,-12,7,5,0.7
C[C@@H]1CN([C@@H](C)CO)S(=O)(=O)c2ccc(Br)cc2O[C@H]1CN(C)S(=O)(=O)c1cccc(F)c1,107*,-1,8,-1.6
Cc1ccc(S(=O)(=O)N[C@@H]2C=C[C@H](CC(=O)N3CCN(c4ccccc4)CC3)O[C@@H]2CO)cc1,45,-2,1,0.2
CO[C@@H]1CN(C)C(=O)c2ccc(NC(=O)Nc3cccc(Cl)c3)cc2OC[C@@H](C)N(C(=O)Nc2c(C)noc2C)C[C@H]1C,55,x,x,-2.1
Cc1ccccc1-c1cnc2c(c1)C(=O)N([C@@H](C)CO)C[C@@H](C)[C@H](CN(C)Cc1ccncc1)O2,76,-13,7,5.8
O=C(C[C@@H]1C=C[C@H](NC(=O)Nc2ccc(C(F)(F)F)cc2)[C@@H](CO)O1)NCc1ccccn1,6,-11,-2,-0.3

# The last 3 compounds of the section above open the next one.
SMILES,T cruzi growth,Pf Dd2 growth,C diff growth,KDM4C inh
CO[C@@H]1CN(C)C(=O)c2ccc(NC(=O)Nc3cccc(Cl)c3)cc2OC[C@@H](C)N(C(=O)Nc2c(C)noc2C)C[C@H]1C,55,x,x,-2.1
Cc1ccccc1-c1cnc2c(c1)C(=O)N([C@@H](C)CO)C[C@@H](C)[C@H](CN(C)Cc1ccncc1)O2,76,-13,7,5.8
O=C(C[C@@H]1C=C[C@H](NC(=O)Nc2ccc(C(F)(F)F)cc2)[C@@H](CO)O1)NCc1ccccn1,6,-11,-2,-0.3
CNC[C@@H]1Oc2ccc(NC(=O)Nc3ccc(F)cc3)cc2C(=O)N([C@H](C)CO)C[C@H]1C,x,5,12&4,-0.5
CC(=O)Nc1ccc2c(c1)C(=O)N(C)[C@@H]1CC[C@H](CC(=O)NCc3ccccc3Cl)O[C@@H]1CO2,-17,-24,2,-2.0
CCC(=O)NC[C@@H]1[C@H](c2ccc(-c3cccc(F)c3)cc2)[C@@H](CO)N1C(=O)CC,101*,1,-8,-0.6
C[C@H]1CN([C@@H](C)CO)S(=O)(=O)c2ccc(-c3ccccc3)cc2O[C@H]1CN(C)Cc1ccccc1,28,-47,7,-4.9
O=C(NCCN1CCCCC1)[C@@H]1N[C@@H]2c3ccc(-c4cccnc4)c(=O)n3C[C@@H]2[C@H]1CO,-95,x,x,-4.6
COc1ccc(NC(=O)Nc2cccc3c2O[C@@H](CN(C)S(=O)(=O)c2ccccc2)[C@H](C)CN([C@@H](C)CO)C3=O)cc1,30,-5,-3,0.8
Cc1ccc(-c2cnc3c(c2)C(=O)N([C@H](C)CO)C[C@@H](C)[C@@H](CN(C)C(=O)Cc2ccccc2)O3)cc1,-4&-52,-22&-32,4&3,0.4
C[C@H]1CN([C@@H](C)CO)C(=O)CCCn2cc(nn2)CO[C@H]1CN(C)S(C)(=O)=O,16,-6,0,-0.8
C[C@H]1CN([C@@H](C)CO)C(=O)c2cccc(NS(=O)(=O)c3ccc(F)cc3)c2O[C@H]1CN(C)S(C)(=O)=O,36,-6,-4,-1.0

# From PubChem BioAssay
